# TrxR1 substrate: qHTS Assay for Substrates of Mammalian Selenoprotein Thioredoxin Reductase 1 (TrxR1): qHTS; Thioredoxin reductase 1, cytoplasmic (Rattus norvegicus), O89049; purified TrxR1 substrate turnover, NADPH consumption readout; Potency, µM (series often up to 114 µM), without a hit: at the highest dose activity change, negative = substrate turnover; 390,000 compounds, 0.01% hits; note: potency is the fitted concentration of half-maximal effect; nearly all actives have a fitted effect of over 50% in size
# Target sequence (O89049 whole entry, looked up): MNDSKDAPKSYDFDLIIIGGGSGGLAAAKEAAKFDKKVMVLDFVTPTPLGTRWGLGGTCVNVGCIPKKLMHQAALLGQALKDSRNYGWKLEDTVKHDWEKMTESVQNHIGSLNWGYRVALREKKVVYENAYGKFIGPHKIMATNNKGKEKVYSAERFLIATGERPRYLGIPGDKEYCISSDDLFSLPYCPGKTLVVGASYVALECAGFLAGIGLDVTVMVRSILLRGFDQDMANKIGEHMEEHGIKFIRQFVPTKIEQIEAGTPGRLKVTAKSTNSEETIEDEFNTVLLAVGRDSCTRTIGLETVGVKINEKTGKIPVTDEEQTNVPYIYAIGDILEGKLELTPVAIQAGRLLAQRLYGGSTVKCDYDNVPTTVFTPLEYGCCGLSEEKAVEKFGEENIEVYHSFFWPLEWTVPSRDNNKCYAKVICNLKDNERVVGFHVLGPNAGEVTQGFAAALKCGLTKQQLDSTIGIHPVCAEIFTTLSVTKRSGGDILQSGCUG
#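 Rat TrxR1, dispensed at 90 nM, was prereduced with 400 uM NADPH (final) for 5 min at ~22 deg C, then incubated with compound 15 min before 400 uM selenite. A first-read NADPH fluorescence drop versus no-compound background flagged substrates.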
# PI4K2A inh: qHTS for small molecular inhibitors of PI4K2A. activity change, negative = inhibition, % at 76.9 µM. 420,000 compounds, 0.13% hits. purified PI4K2A, ADP-Glo luminescence, 1 h; stronger effect = lower value. Phosphatidylinositol 4-kinase type 2-alpha (Homo sapiens), Q9BTU6. AID 1346378, 2018; in the data active = activity change below about -50%; inconclusive = mostly about -30% to -49%;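 note: -100% = wells without enzyme as full effect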
# Target sequence (Q9BTU6 whole entry, looked up): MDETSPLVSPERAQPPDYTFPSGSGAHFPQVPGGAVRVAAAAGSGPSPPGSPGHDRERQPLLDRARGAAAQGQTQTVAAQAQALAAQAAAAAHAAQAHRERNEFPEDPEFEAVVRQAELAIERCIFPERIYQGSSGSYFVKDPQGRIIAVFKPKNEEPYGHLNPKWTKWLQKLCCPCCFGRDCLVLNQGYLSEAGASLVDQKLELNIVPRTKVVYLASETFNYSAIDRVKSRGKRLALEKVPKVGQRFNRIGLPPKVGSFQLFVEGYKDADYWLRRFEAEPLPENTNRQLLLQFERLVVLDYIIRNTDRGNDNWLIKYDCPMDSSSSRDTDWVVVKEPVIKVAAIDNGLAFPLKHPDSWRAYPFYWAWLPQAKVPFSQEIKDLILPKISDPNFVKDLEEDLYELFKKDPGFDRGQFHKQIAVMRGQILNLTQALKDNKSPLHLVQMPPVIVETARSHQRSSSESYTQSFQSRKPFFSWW
#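 Compounds are screened against recombinant PI4K2A using PI as substrate and ATP, the latter dispensed at 300 microM. Reactions run one hour at ambient temperature before ADP-Glo detection; full inhibition defined by wells lacking enzyme.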
# TrxR1 inh: qHTS Assay for Inhibitors of Mammalian Selenoprotein Thioredoxin Reductase 1 (TrxR1): qHTS. recombinant rTrxR1, NADPH fluorescence consumption, selenite substrate. Thioredoxin reductase 1, cytoplasmic (Rattus norvegicus), O89049. Potency, µM (titrated, usually from 114 µM), for the others: at the top dose activity change, negative = inhibition, usual class: inhibitors. 390,000 compounds, 1% hits; note: potency is the fitted concentration of half-maximal effect; nearly all actives have a fitted effect of over 65% in size
#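 Rat TrxR1 (90 nM in the dispensed reagent) was pre-reduced with 400 uM NADPH for 5 min at room temperature, then incubated with compound for 15 min. After 400 uM selenite was added, NADPH fluorescence (Ex 340/Em 450 nm) was followed for 8 min.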
# The depositor's hits bear a star; i = inactive; ? = inconclusive; / = no result given; & = joins results of further samples; [ ] = remark or other dose. Unless noted, calls come from the whole dose curve; as a rule, active = well fitted inhibition curve with a large enough effect; inconclusive = small, poorly fitted or top-dose-only effect; inactive = no such curve, though single readings can be large or run the other way. Unless noted, % is set by controls: 0 for no effect and ±100 for the full control effect. An excerpt; rates above refer to the full screens.
C[C@]12C=CC(=O)C=C1CC[C@@H]1[C@@H]2CC[C@@]2(C)[C@H]1CC[C@]2(C)O
  TrxR1 substrate: / | PI4K2A inh: 4.7 | TrxR1 inh: /

O=c1[nH]c2ccccc2n1C1CCN(C(c2cc3ccccc3o2)c2nnnn2Cc2ccccc2)CC1 (centres undefined)
  TrxR1 substrate: / | PI4K2A inh: 4.2 | TrxR1 inh: /

CCO[C@H]1O[C@@H]2OC3(C)CC[C@H]4[C@H](C)CC[C@@H]([C@H]1C)[C@@]24OO3
  TrxR1 substrate: / | PI4K2A inh: 1.9 | TrxR1 inh: /

COc1ccc(CN2Cc3cc(-c4cccc(F)c4)ccc3-n3nncc3C2)cc1
  TrxR1 substrate: / | PI4K2A inh: -0.5 | TrxR1 inh: /

CCCCn1nnnc1C(c1ccccc1)N1CCC2(CC1)C(=O)NCN2c1ccccc1 (centres undefined)
  TrxR1 substrate: / | PI4K2A inh: -1.3 | TrxR1 inh: /

CN1C[C@@H](NS(=O)(=O)N(C)C)C[C@@H]2c3cccc4c3c(cn4C)C[C@H]21
  TrxR1 substrate: / | PI4K2A inh: 0.7 | TrxR1 inh: /

CC(=O)C1CCOC1=O (centres undefined)
  TrxR1 substrate: / | PI4K2A inh: 3.1 | TrxR1 inh: /

O=[N+]([O-])/N=C1\NCCN1Cc1ccc(Cl)nc1
  TrxR1 substrate: / | PI4K2A inh: 1.6 | TrxR1 inh: /

C#CC(O)(C=CCl)CC (centres undefined)
  TrxR1 substrate: / | PI4K2A inh: -1.0 | TrxR1 inh: /

CN(C)CCc1c[nH]c2ccc(O)cc12
  TrxR1 substrate: / | PI4K2A inh: i | TrxR1 inh: /

CC1N=C(N)OC1c1ccccc1 (centres undefined)
  TrxR1 substrate: / | PI4K2A inh: i | TrxR1 inh: /

Nc1ccccc1
  TrxR1 substrate: / | PI4K2A inh: -2.1 | TrxR1 inh: /

Brc1csc(N2CCNCC2)n1
  TrxR1 substrate: / | PI4K2A inh: 0.0 | TrxR1 inh: /

O=C1NCN(c2ccccc2)C12CCN(C(c1ccccc1OC(F)(F)F)c1nnnn1C1CCCCC1)CC2 (centres undefined)
  TrxR1 substrate: / | PI4K2A inh: -2.4 | TrxR1 inh: /

Cc1ccc2nc(-c3ccc(CN4CCC(n5c(=O)[nH]c6ccccc65)CC4)cc3)c(-c3ccccc3)nc2c1
  TrxR1 substrate: / | PI4K2A inh: 1.8 | TrxR1 inh: /

# The last 4 records of the section before are carried over, then new ones follow.
Nc1ccccc1
  TrxR1 substrate: / | PI4K2A inh: -2.1 | TrxR1 inh: /

Brc1csc(N2CCNCC2)n1
  TrxR1 substrate: / | PI4K2A inh: 0.0 | TrxR1 inh: /

O=C1NCN(c2ccccc2)C12CCN(C(c1ccccc1OC(F)(F)F)c1nnnn1C1CCCCC1)CC2 (centres undefined)
  TrxR1 substrate: / | PI4K2A inh: -2.4 | TrxR1 inh: /

Cc1ccc2nc(-c3ccc(CN4CCC(n5c(=O)[nH]c6ccccc65)CC4)cc3)c(-c3ccccc3)nc2c1
  TrxR1 substrate: / | PI4K2A inh: 1.8 | TrxR1 inh: /

CC(C(=O)c1ccccc1)N(C)C (centres undefined)
  TrxR1 substrate: / | PI4K2A inh: -0.6 | TrxR1 inh: /

S=P(c1ccccc1)(c1ccccc1)c1c[n+](Cc2ccccc2)c2ccccn12
  TrxR1 substrate: / | PI4K2A inh: -1.4 | TrxR1 inh: /

COc1ccc(-c2ccc3c(c2)CN(C(=O)CCc2ccccc2)Cc2cnnn2-3)cc1
  TrxR1 substrate: / | PI4K2A inh: -1.6 | TrxR1 inh: /

Fc1cccc(-c2ccc3c(c2)CN(C(=S)NCCc2ccccc2)Cc2cnnn2-3)c1
  TrxR1 substrate: / | PI4K2A inh: 1.3 | TrxR1 inh: /

CN(C)P1(=O)N(C)CCN1C
  TrxR1 substrate: / | PI4K2A inh: 5.9 | TrxR1 inh: /

CCC1(CC)C(=O)NC(=O)NC1=O
  TrxR1 substrate: / | PI4K2A inh: -1.6 | TrxR1 inh: /

O=C(O)c1cc2ccccc2n1C1CCN(Cc2ccccc2)CC1
  TrxR1 substrate: / | PI4K2A inh: -0.2 | TrxR1 inh: /

O=C1NCN(c2ccccc2)C12CCN(C(c1nnnn1C1CCCC1)C1CC1)CC2 (centres undefined)
  TrxR1 substrate: / | PI4K2A inh: 0.7 | TrxR1 inh: /

COc1cc2c(c3oc4cccc(O)c4c(=O)c13)[C@@H]1C=CO[C@@H]1O2
  TrxR1 substrate: / | PI4K2A inh: 1.5 | TrxR1 inh: /

CCCOC(=O)Cc1ccc(OCC(=O)N(CC)CC)c(OC)c1
  TrxR1 substrate: / | PI4K2A inh: 3.6 | TrxR1 inh: /

CCN(CC)CCOC(=O)C(C)(c1ccccc1)c1ccccc1
  TrxR1 substrate: / | PI4K2A inh: 0.2 | TrxR1 inh: /

O=c1[nH]c2ccccc2n1C1CCN(Cc2ccc(-c3[nH]c4cc5ncnc5cc4nc3-c3ccccc3)cc2)CC1
  TrxR1 substrate: / | PI4K2A inh: -9.1 | TrxR1 inh: /

C=CCCC[C@@H]1OC(=O)CNC(=O)C([C@@H](C)CC)NC(=O)[C@@H]2CCCN2C(=O)C([C@@H](C)CC)OC(=O)[C@H](Cc2ccccc2)N(C)C(=O)[C@H](C(C)C)NC(=O)C1(C)C (some centres undefined)
  TrxR1 substrate: / | PI4K2A inh: 1.0 | TrxR1 inh: /

O=C1NCN(c2ccccc2)C12CCN(C(c1cccs1)c1nnnn1Cc1ccccc1)CC2 (centres undefined)
  TrxR1 substrate: / | PI4K2A inh: -4.4 | TrxR1 inh: /

CCOC(=O)[C@]12Cc3cc(C)ccc3[C@H]1N(C)C(=O)c1cc(OC)ccc12
  TrxR1 substrate: / | PI4K2A inh: 6.9 | TrxR1 inh: /

# For convenience, part of the list above:
O=C1NCN(c2ccccc2)C12CCN(C(c1cccs1)c1nnnn1Cc1ccccc1)CC2 (centres undefined)
  TrxR1 substrate: / | PI4K2A inh: -4.4 | TrxR1 inh: /

CCOC(=O)[C@]12Cc3cc(C)ccc3[C@H]1N(C)C(=O)c1cc(OC)ccc12
  TrxR1 substrate: / | PI4K2A inh: 6.9 | TrxR1 inh: /

# Back to the main list with the two entries that preceded the break.
O=C1NCN(c2ccccc2)C12CCN(C(c1cccs1)c1nnnn1Cc1ccccc1)CC2 (centres undefined)
  TrxR1 substrate: / | PI4K2A inh: -4.4 | TrxR1 inh: /

CCOC(=O)[C@]12Cc3cc(C)ccc3[C@H]1N(C)C(=O)c1cc(OC)ccc12
  TrxR1 substrate: / | PI4K2A inh: 6.9 | TrxR1 inh: /

Clc1cccc(N2Cc3cc(-c4ccccc4)ccc3-n3nncc3C2)c1
  TrxR1 substrate: / | PI4K2A inh: ? | TrxR1 inh: /

CCC(=O)[C@@H](C)[C@@H](O)[C@H](C)C[C@@H](C)C1OC(=O)C[C@@]2(O)CC=C(C)C(O2)C(C)=CCCC[C@H](O[C@H]2C[C@@H](OC(N)=O)[C@H](O)[C@@H](C)O2)C=C[C@H](C)C[C@H]1C (some centres undefined)
  TrxR1 substrate: / | PI4K2A inh: -6.3 | TrxR1 inh: /

Nc1ccccc1C(=O)O
  TrxR1 substrate: / | PI4K2A inh: 0.7 | TrxR1 inh: /

FC(F)(F)c1ccc(-c2ccc3c(c2)CNCc2cnnn2-3)cc1
  TrxR1 substrate: / | PI4K2A inh: 1.8 | TrxR1 inh: /

Cc1cccc(Cc2cnc[nH]2)c1C
  TrxR1 substrate: / | PI4K2A inh: -2.6 | TrxR1 inh: /

CCN(CC)C(=O)[C@@H]1C=C2c3cccc4[nH]cc(c34)C[C@H]2N(C)C1
  TrxR1 substrate: / | PI4K2A inh: ? | TrxR1 inh: /

COP(=O)(OC)C(C)NC(=O)OCc1ccccc1 (centres undefined)
  TrxR1 substrate: / | PI4K2A inh: 2.6 | TrxR1 inh: /

C[C@]12CC[C@H]3[C@@H](CCC4=CC(=O)CC[C@@H]43)[C@@H]1CC[C@@H]2OC(=O)CCc1ccccc1
  TrxR1 substrate: / | PI4K2A inh: -2.1 | TrxR1 inh: /

C=CCC1([C@H](C)CCC)C(=O)NC(=O)NC1=O
  TrxR1 substrate: / | PI4K2A inh: i | TrxR1 inh: /

COC(=O)C1=C[C@H]([C@@H](C)[C@H](OC)c2ccccc2Br)[C@@H]2[C@H]1c1ccccc1N2C
  TrxR1 substrate: / | PI4K2A inh: -0.1 | TrxR1 inh: /

COc1cccc(C(c2nnnn2-c2ccc3c(c2)OCCO3)N2CCC3(CC2)C(=O)NCN3c2ccccc2)c1OC (centres undefined)
  TrxR1 substrate: / | PI4K2A inh: 1.5 | TrxR1 inh: /

CCC(=O)OC1(c2ccccc2)CCN(C)CC1
  TrxR1 substrate: / | PI4K2A inh: i | TrxR1 inh: /

CCO/N=C(\CC)C1=C(O)CC(c2c(C)cc(C)cc2C)CC1=O (centres undefined)
  TrxR1 substrate: / | PI4K2A inh: i | TrxR1 inh: /

CCOC(=O)[C@]12Cc3cc(OC)ccc3[C@H]1N(C1CCCCC1)C(=O)c1ccccc12
  TrxR1 substrate: / | PI4K2A inh: 16.2 | TrxR1 inh: /

CC(C)=CC1C(C(=O)OCc2cccc(Oc3ccccc3)c2)C1(C)C (centres undefined)
  TrxR1 substrate: / | PI4K2A inh: 0.4 | TrxR1 inh: /

# (further entries)
SMILES	TrxR1 substrate	PI4K2A inh	TrxR1 inh
CCOC(=O)c1ncn2c1CN(C)C(=O)c1c(I)cccc1-2	/	3.3	/
CNC(C)Cc1ccccc1OC (centres undefined)	/	-1.1	/
CC(C)(C)CC(C)(C)c1ccc(O)cc1	/	1.8	/
C=C(C=O)CC1CC(O)[C@]2(C)OC3CC4OC5C[C@]6(C)O[C@]7(C)CCC8OC9C[C@]%10(C)OC%11C(C)=CC(=O)OC%11CC%10OC9C[C@@H](C)C8OC7CC6O[C@]5(C)C/C=C\C4OC3CC2O1 (some centres undefined)	/	-9.3	/
CC(C)NCC(O)c1ccc(N)c(C#N)c1 (centres undefined)	/	3.6	/
CCCC(C)C1(CC)C(=O)N=C(S)NC1=O (centres undefined)	/	3.6	/
Oc1ccc([C@H]2CNCc3c2ccc(O)c3O)cc1O	/	-19.5	/
CN(Cc1cccc(-c2ccncc2)c1)C(=O)Oc1ccccc1Cl	/	1.2	/
C[N+]1(CCF)[C@@H]2CC[C@H]1CC(OC(=O)C(O)(c1ccccc1)c1ccccc1)C2 (some centres undefined)	/	-2.7	/
CO[C@H]([C@H](C)/C=C/N(C)C=O)[C@@H](C)C(=O)CC[C@H](C)[C@H](O)[C@H](C)[C@H]1OC(=O)/C=C/C(C)=C/[C@H](O)[C@H](OC)C[C@@H]2C=CC[C@@H](C[C@H](OC)[C@@]3(CO3)[C@@H](OC)C[C@@H](OC)[C@@H]1C)O2	/	3.0	/
C[C@H](N)C(=O)c1ccccc1	/	i	/
CCOC(=O)c1cc2cc(OC)ccc2n1C1CCN(Cc2ccccc2)CC1	/	16.3	/
C[C@H](N)Cc1cccc(C(F)(F)F)c1	8.7%[57.1 µM]	-2.5	18.3%[57.1 µM]
NC1CC1c1ccccc1 (centres undefined)	7.7%[57.1 µM]	3.1	11.7%[57.1 µM]
CCC1(C)CC(=O)NC1=O (centres undefined)	1.9%[57.1 µM]	5.0&-3.7	-2.9%&42.4%[57.1 µM]
COc1ccc2c(c[n+](C)c3c4cc5c(cc4ccc23)OCO5)c1OC	?	-21.4	?
Cc1ncsc1CCCl	0.6%[57.1 µM]	-7.2&-7.5	-10.7%[57.1 µM]
Oc1ccc(C2=CCNCC2)cc1O	3.0%[57.1 µM]	-3.4	-6.4%[57.1 µM]
C[C@@H]1O[C@H](C[N+](C)(C)C)C[C@H]1O	9.8%[57.1 µM]	5.0	21.9%[57.1 µM]
CS(=N)(=O)CC[C@H](N)C(=O)O (some centres undefined)	11.2%[57.1 µM]	0.0	i
CC(=O)N(C)CC#CCN1CCC(O)CC1	9.8%[57.1 µM]	2.9	-5.8%[57.1 µM]
CC(=O)[C@H]1CC[C@H]2[C@@H]3CC[C@H]4C[C@](C)(O)CC[C@]4(C)[C@H]3CC[C@]12C	9.4%[57.1 µM]	0.8&0.8	26.8%[57.1 µM]
Cc1cc([C@@H]2CCCN2C)on1	5.1%[57.1 µM]	-0.1	0.8%[57.1 µM]
